Screening data: PubChem BioAssay, several laboratories
dFosB act: enhances mouse delta FosB homodimer DNA binding. purified delta FosB, TAMRA-CDK5 oligo fluorescence polarization; percent of positive-control signal above neutral wells. activation, % at 25 µM. 340,000 compounds, 0.99% hits. AID 493131. P13346;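 active means mean activation above about 17%, with every replicate also reaching it, limit read from the data, passing the limit was not always enough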;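 further: fluorescence polarization rise as delta FosB binds a TAMRA Cdk5 AP-1 oligo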
Target sequence (P13346 whole entry, looked up): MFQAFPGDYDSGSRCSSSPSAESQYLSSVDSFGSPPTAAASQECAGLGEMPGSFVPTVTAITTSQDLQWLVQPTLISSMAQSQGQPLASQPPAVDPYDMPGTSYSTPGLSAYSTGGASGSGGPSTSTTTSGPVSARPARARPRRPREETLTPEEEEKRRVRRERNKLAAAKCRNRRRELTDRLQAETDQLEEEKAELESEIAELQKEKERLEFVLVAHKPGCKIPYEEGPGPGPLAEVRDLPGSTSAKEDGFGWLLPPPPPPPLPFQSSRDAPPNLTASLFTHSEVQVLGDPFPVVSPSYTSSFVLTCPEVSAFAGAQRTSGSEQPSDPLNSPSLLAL
HTR5A inv ag: counter-screen for OPRM1-OPRD1 inverse agonists: human HTR5A inverse agonism; HTR5A cell line, luminescence; inhibition, % at 9.3 µM; 340,000 compounds, 0.083% hits; AID 504634; in the data active means inhibition mostly above about 23%, no sharp cut-off; inactive means mostly below about 18%;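 further: 0% = cells with DMSO and 100% = no-cell wells with DMSO; some compounds called inactive have numbers as strong as hits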
SR-BI DiI inh: blocks mouse SR-BI lipid uptake from DiI-HDL; inhibition, % at 12.5 µM; ldlA[mSR-BI] CHO cells, DiI-HDL uptake fluorescence, 3 h; Q61009; 320,000 compounds, 0.96% hits;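 active means mean replicate inhibition of at least 70% and a set share of replicates each scoring 70 or more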;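 further: 0% = median of neutral control wells and 100% = median of positive control wells; values of inactives mirror those of a sister screen read the other way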
Target sequence (Q61009 whole entry, looked up): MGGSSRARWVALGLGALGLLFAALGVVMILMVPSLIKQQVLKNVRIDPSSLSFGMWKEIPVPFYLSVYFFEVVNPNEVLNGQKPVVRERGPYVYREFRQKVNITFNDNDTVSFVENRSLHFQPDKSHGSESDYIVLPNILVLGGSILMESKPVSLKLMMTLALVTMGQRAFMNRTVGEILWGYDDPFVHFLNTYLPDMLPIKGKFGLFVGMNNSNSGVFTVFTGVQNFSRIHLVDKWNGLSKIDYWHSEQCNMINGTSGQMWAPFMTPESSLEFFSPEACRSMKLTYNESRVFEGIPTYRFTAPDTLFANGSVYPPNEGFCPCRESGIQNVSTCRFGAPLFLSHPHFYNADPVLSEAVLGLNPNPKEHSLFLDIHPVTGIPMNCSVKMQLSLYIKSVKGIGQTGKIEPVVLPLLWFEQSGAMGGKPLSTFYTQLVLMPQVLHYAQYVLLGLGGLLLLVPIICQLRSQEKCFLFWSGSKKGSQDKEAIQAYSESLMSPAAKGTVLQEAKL
MITF TRPM1 HTS: increases MITF-driven TRPM1 promoter luciferase signal; SK-MEL-5 TRPM1-promoter luciferase, 24 h; % of positive control, neutral wells = 0; activation, % at 12.5 µM; 300,000 compounds, 0.75% hits;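 active means mean activation of at least 80% with every replicate also reaching 80%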;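 further: 0% = neutral control wells and 100% = parthenolide positive control wells; values of inactives mirror those of a sister screen read the other way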
NSD2 inh: blocks human histone methyltransferase NSD2; AID 743445; NSD2 peptide methylation, AlphaScreen, 120 min; inhibition, % at 12.5 µM; 310,000 compounds, 0.54% hits; O96028; in the data active means inhibition above about 50%
V-ATPase pH: alters yeast V-ATPase proton transport; 350,000 compounds, 0.37% hits; response, % at 10 µM; AID 504577; S. cerevisiae, pHLuorin cytosolic pH fluorescence; in the data active means response mostly above about 7.3%, no sharp cut-off; inactive means mostly below about 5.4%; further: actives read high; inactives centre near 0; some compounds called inactive have numbers as strong as hits; reference of the scale not given here
HTR5A ag: HTR5A agonism, opioid heterodimer counter-screen | P47898 | HTR5A agonist assay, luminescence, cell-based | activation, % at 9.3 µM | 340,000 compounds, 0.61% hits | AID 504692; in the data active means activation mostly above about 9.5%, no sharp cut-off; inactive means mostly below about 7.6%;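 further: 0% = cells with vehicle only and 100% = reference agonist; strong numbers were not always called active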
Wnt bcat act: Wnt/beta-catenin pathway activation; Wnt/beta-catenin reporter cell assay, activator, plate reader; activation, % at 9.35 µM; 300,000 compounds, 1.2% hits; AID 743398; in the data active means activation above about 30%, passing the limit was not always enough;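 further: 0% = neutral control wells and 100% = positive control wells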
CDK5 inh: inhibitors of human CDK5/p35 kinase | inhibition, % at 10 µM | AID 488839 | Q00535+Q15078 | Recombinant CDK5/p35, ADP-Glo luminescence, 60 min | 330,000 compounds, 0.01% hits;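 active means highest replicate inhibition of at least 50% and at least 75% of replicates reaching 50%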;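 further: plate controls were DMSO neutral control for no effect and GW8510 at 10 µM for full effect; many of its hits are not listed in these tables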
PvdQ inh: blocks Pseudomonas aeruginosa PvdQ acylase activity; purified PvdQ acylase, fluorescence plate reader; inhibition, % at 10 µM; 340,000 compounds, 0.063% hits; in the data active means inhibition above about 30%, passing the limit was not always enough;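 further: 0% = vehicle neutral wells and 100% = reference inhibitor wells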
An asterisk follows results filed as active; nt = not tested or not shown; & = joins results of further samples.

SMILES | dFosB act | HTR5A inv ag | SR-BI DiI inh | MITF TRPM1 HTS | NSD2 inh | V-ATPase pH | HTR5A ag | Wnt bcat act | CDK5 inh | PvdQ inh
CCOC(=O)CNC(=O)CN1C(=O)CCS(=O)(=O)c2ccccc21 | 8 | 6 | -52 | -7 | -1 | -2 | -2 | nt | -0.5 | -3
COc1ccccc1-c1nnc(SCC(=O)Nc2cc(C)on2)o1 | -13 | 17 | 3 | -5 | -2 | -5 | -7 | nt | -1.9 | -15
CC(C)(C)NC[C@H](O)COc1cccc2c1CCCC2=O | 4 | -21 | 1 | -6 | nt | 0 | 3 | 1 | -0.2 | -6
Nc1[nH]c(=O)[nH]c(=O)c1N=Nc1ccccc1Cl | 0 | 6 | -9 | -20 | 2 | 0 | 4 | -4 | 1.2 | 5
CCCn1c(=O)c(C(=O)Nc2ccccc2C(=O)OCC)c(O)c2ccccc21 | -7 | -25 | -23 | -17 | nt | -1 | 2 | 0 | 0.0 | -14
Cc1nn(CC(=O)N2CCN(c3ccccc3)CC2)c(=O)c2cccn12 | 8 | -18 | -40 | nt | nt | 1 | 4 | -2 | 0.5 | 1
CCN(CCn1cccn1)Cc1cn[nH]c1-c1cccc2ccccc12 | -11 | -18 | nt | -3 | 8 | -2 | 0 | -1 | 0.2 | -7
O=C(CCCOc1ccccc1)NCc1ccco1 | 3 | -14 | 10 | nt | 2 | 1 | 5 | nt | 0.8 | -2
O=S(=O)(Nc1ccc2ccccc2n1)c1ccccc1Cl | 1 | 3 | -7 | 9 | 1 | -2 | 0 | 0 | -1.7 | -10
O=C(CSc1nc2c(c(=O)[nH]1)CN(Cc1ccc(F)cc1)CC2)Nc1ccc(F)cc1 | -5 | -3 | 25 | 4 | 2 | -1 | 3 | -2 | 2.0 | -12
CCCN(C(=O)CSCc1ccccc1C)c1c(N)n(Cc2ccccc2)c(=O)[nH]c1=O | -9 | -11 | -8 | 8 | 0 | 12 | 0 | -2 | -0.6 | 11
CN1C2CCC1/C(=C\c1ccccc1)C(=O)/C2=C\c1ccccc1 | -4 | -18 | 13 | -30 | 22 | 0 | 0 | 1 | 0.7 | -12
Cc1ccc(CN2C(=O)C(CC(C)C)Nc3ncnc(N4CCN(c5ccccc5)CC4)c32)cc1 (stereo not given) | -4 | 9 | -24 | -7 | nt | 3 | 5 | -4&-2 | 0.3 | -3
CCN(C(=O)COC(=O)CNC(=O)c1ccc(C)s1)c1ccccc1 | -6 | 7 | -3 | -12 | 0 | 0 | -3 | 1 | -2.6 | -7
CCOC(=O)Cc1csc(NC(=O)COc2ccccc2)n1 | 2 | -27 | 1 | 0 | 0 | 11* | 4 | nt | 0.9 | -3
CC1CCN(c2c(NCC3CCC(C(=O)NCc4ccc(F)cc4)CC3)c(=O)c2=O)CC1 (stereo not given) | -1 | 3 | 4 | -9 | -1 | 1 | -1 | -3 | 0.5 | -12
COc1ccc(C2=NOC(C(=O)Nc3ccc4c(c3)OCCO4)C2)cc1OC (stereo not given) | -2 | 8 | -4 | 4 | -2 | 2 | -2 | -2 | 0.7 | -5
CCOC(=O)NN1C(=O)c2ccccc2NC12CCCC2 | 6 | -14 | -17 | 1 | nt | 3 | 0 | 0 | -1.2 | -6
CCc1nnc(NC(=O)CSc2nnc(COc3cccc(C)c3)o2)s1 | -9 | 5 | -4 | -5 | -5 | 7 | -2 | -2 | -1.2 | -19
O=C(CC(=O)Nc1ccccc1[N+](=O)[O-])Nc1ccccc1[N+](=O)[O-] | 10 | 9 | 0 | -8 | -2 | -1 | -3 | 1 | 1.7 | 8
Cc1ccc(OC(=O)CCNC(=O)c2ccccc2Cl)c(Br)c1 | -7 | -14 | -8 | 3 | -3 | -2 | 5 | 2 | 1.4 | 0
CSCCC(NC(=O)c1ccccc1Br)C(=O)NNC(=O)c1ccco1 (stereo not given) | -2 | -22 | -13 | nt | 4 | 0 | 9 | 8 | 2.7 | 8
Cc1ccccc1NC(=O)c1cccc(NC(=O)c2c(C(=O)O)cccc2[N+](=O)[O-])c1 | -7 | -8 | nt | nt | -1 | -3 | 2 | 0 | 0.0 | -12
Cc1ccc(C(=O)NCCCN2CCOCC2)cc1 | 2 | -5 | -18 | 4 | -4 | 1 | 2 | nt | 0.4 | -4
NC1=NC[C@H](Cc2ccc(O)cc2)N1CCc1cc(C(F)(F)F)cc(C(F)(F)F)c1 | 8 | -29 | -36 | -9 | nt | -1 | 10 | 3 | 0.6 | -16

Exported with values under each structure: 3 of the compounds above.
Order of values – dFosB act, HTR5A inv ag, SR-BI DiI inh, MITF TRPM1 HTS, NSD2 inh, V-ATPase pH, HTR5A ag, Wnt bcat act, CDK5 inh, PvdQ inh
- CCOC(=O)Cc1csc(NC(=O)COc2ccccc2)n1
 : 2, -27, 1, 0, 0, 11*, 4, nt, 0.9, -3
- CC1CCN(c2c(NCC3CCC(C(=O)NCc4ccc(F)cc4)CC3)c(=O)c2=O)CC1 (stereo not given)
 : -1, 3, 4, -9, -1, 1, -1, -3, 0.5, -12
- COc1ccc(C2=NOC(C(=O)Nc3ccc4c(c3)OCCO4)C2)cc1OC (stereo not given)
 : -2, 8, -4, 4, -2, 2, -2, -2, 0.7, -5

Other results
SMILES | dFosB act | HTR5A inv ag | SR-BI DiI inh | MITF TRPM1 HTS | NSD2 inh | V-ATPase pH | HTR5A ag | Wnt bcat act | CDK5 inh | PvdQ inh
CCCCCCN1CC(=O)N2Cc3[nH]c4ccccc4c3C[C@H]2C1=O | -17 | 1 | 18 | -3 | 3 | 12 | 0 | -2 | -1.6 | -10
COc1ccc(CNC(=O)C2CCN(c3nc(-c4ccccc4)nc4c3CCC4)CC2)cc1 | 8 | 16 | 68 | 1 | -2 | -1 | -1 | 1 | -2.8 | -21
CN(/C(=N/S(=O)(=O)c1ccccc1)c1ccccc1)S(=O)(=O)c1ccccc1 | -1 | 17 | -22 | 4 | -2 | -1 | -2 | -2 | -0.8 | -5
Cc1ccc(-c2noc(CSc3nnc(Cc4ccccc4)n3-c3ccc(Cl)cc3)n2)cc1 | -8 | -13 | -13 | -2 | 4 | 5 | 0 | -3 | -0.3 | 2
COc1ccc(-n2c(SCc3ccc([N+](=O)[O-])cc3)nnc2-c2ccc(C)cc2)cc1 | -2 | 17 | 35 | 8 | 0 | 4 | -4 | -2 | 1.0 | 7
N#CC1=C(N)OC2=C(C(=O)CC(c3ccccc3)C2)C1c1ccoc1 (stereo not given) | -6 | -35 | -29 | -8 | 1 | -3 | 0 | 1 | -6.6 | -8
C=CCn1c(-c2cc(OC)cc(OC)c2)n[nH]c1=S | -7 | 6 | -7 | 7 | 0 | -1 | -1 | nt | -0.3 | -6
CCC(C)N1CCCC1C(=O)Nc1c(C)cc(C)cc1C (stereo not given) | -10 | 7 | 18 | 6 | -2 | 2 | -8 | nt | -3.8 | 0
C/C=C/C(=O)N[C@@H]1c2ccccc2CC[C@@H]1OCc1ccccc1 | 4 | -4 | -5 | -3 | nt | -3 | 1 | -3 | -1.2 | -4
C=CCn1c(COc2ccc(Cl)cc2)nnc1SCC(=O)Nc1ccc(S(N)(=O)=O)cc1 | -10 | 11 | 13 | -3 | -2 | 4 | 4 | -6 | -3.4 | -13
CCCCC(NC(=O)Cc1c(C)c2cc3c4c(oc3c(C)c2oc1=O)CCCC4)C(=O)O (stereo not given) | 1 | -14 | -31 | 0 | 34 | 8 | 4 | -4 | 2.5 | -10
CCCCOC(=O)c1ccc(NC(C)=O)cc1 | -4 | -3 | -15 | nt | -1 | 0 | 1 | -1 | 0.2 | -4
O=C(Nc1ccccc1)c1ccc(COc2ccccc2)cc1 | 2 | 5 | -3 | 49 | 0 | 0 | -2 | 21 | 1.2 | -9
COC(=O)c1nc(-c2ccc(C)cc2)oc1N(C)C | 0 | -5 | 5 | -13 | 2 | 6 | 0 | nt | 0.1 | 9
CC1=CC(C)(C)NC(=S)N1c1ccccc1C | -1&1 | -1&11 | 3&12 | 3&-2 | -1&5 | -4&-1 | 0&-4 | 0&-2 | -0.3&1.4 | -9&13
CCCCn1c(N)c(N(CCOC)C(=O)COC(=O)CCOc2ccccc2C)c(=O)[nH]c1=O | 5 | 13 | -15 | 5 | nt | -8 | -5 | 0 | -7.4 | -29
Cc1ccc(-n2ncc3c2CC(C)(C)CC3NC(=O)CCN2CCCCC2=O)cc1 (stereo not given) | -6 | 4 | 3 | -7 | -3 | -3 | -2 | 2 | 0.6 | -12
Cc1cccc(NC(=O)c2ccc(CN3CCc4ccccc4C3)cc2)c1C | -6 | -1 | -4 | 1 | 1 | nt | 3 | -8 | -3.3 | -9
COc1ccc(C2C(C(=O)Nc3ccc(F)cc3)=C(C)Nc3nc(CCCO)nn32)cc1 (stereo not given) | 5 | -6 | -19 | nt | nt | -2 | 2 | -2 | 0.9 | -18
COc1cc(/C=C/C(=O)c2ccc([N+](=O)[O-])o2)ccc1O | 5 | -17 | -12 | -85 | nt | 12 | -2 | -13 | 1.6 | 14
N#Cc1c(SCC(=O)Nc2ccccc2C(F)(F)F)sc2c(O)cc(=O)[nH]c12 | -11 | -9 | nt | 12 | 13 | 1 | 4 | -1 | -1.9 | -8
COC(=O)c1ccc(NC(=S)NC2CC(C)(C)NC(C)(C)C2)cc1 | -13 | -22 | -23 | -4 | -3 | 7 | 9 | -1 | -1.3 | 11
COc1ccc(CN(C2CC2)S(=O)(=O)c2ccccc2Br)cc1 | -9 | -11 | -10 | -17 | nt | 0 | 3 | -1 | 0.4 | -1
COc1ccc(NC(=O)N2CCN(S(C)(=O)=O)CC2)c(OC)c1 | 7 | 6 | -9 | -4 | -1 | 0 | -2 | -1 | 1.4 | -13
CCOC(=O)C1CCN(C(=O)c2oc3ccc(S(=O)(=O)N4CC(C)CC(C)C4)cc3c2C)CC1 (stereo not given) | -3 | 16 | 8 | -14 | 4 | 1 | 3 | -4 | 1.7 | -4
CC(=O)OCC(COC(C)=O)OC(C)=O | -3 | -2 | -5 | 6 | nt | 0 | -1 | -3 | 0.7 | -7

Among those listed so far, five contain a Cl atom:
SMILES | dFosB act | HTR5A inv ag | SR-BI DiI inh | MITF TRPM1 HTS | NSD2 inh | V-ATPase pH | HTR5A ag | Wnt bcat act | CDK5 inh | PvdQ inh
Nc1[nH]c(=O)[nH]c(=O)c1N=Nc1ccccc1Cl | 0 | 6 | -9 | -20 | 2 | 0 | 4 | -4 | 1.2 | 5
O=S(=O)(Nc1ccc2ccccc2n1)c1ccccc1Cl | 1 | 3 | -7 | 9 | 1 | -2 | 0 | 0 | -1.7 | -10
Cc1ccc(OC(=O)CCNC(=O)c2ccccc2Cl)c(Br)c1 | -7 | -14 | -8 | 3 | -3 | -2 | 5 | 2 | 1.4 | 0
Cc1ccc(-c2noc(CSc3nnc(Cc4ccccc4)n3-c3ccc(Cl)cc3)n2)cc1 | -8 | -13 | -13 | -2 | 4 | 5 | 0 | -3 | -0.3 | 2
C=CCn1c(COc2ccc(Cl)cc2)nnc1SCC(=O)Nc1ccc(S(N)(=O)=O)cc1 | -10 | 11 | 13 | -3 | -2 | 4 | 4 | -6 | -3.4 | -13

Rows were taken by chance; overall some 5% were active at least once.
